Screening results as filed in PubChem.
JMJD2A Tudor inh = qHTS Assay for Inhibitors of JMJD2A-Tudor Domain. AlphaScreen JMJD2A-Tudor / H3K4me3 peptide binding. Potency, µM (series often up to 114 µM), for the others: top-dose activity change, negative = inhibition, most hits filed as inhibitors. 390,000 tested, 4.4% active. AID 504339, 2011; further: potency means the concentration at half of the fitted maximal effect; on the % scale 0 is the no-effect control and ±100 the full control effect; nearly all actives have a fitted effect of over 50% in size
PI4K2A inh = qHTS for small molecular inhibitors of PI4K2A; 420,000 tested, 0.13% active; AID 1346378, 2018; activity change, negative = inhibition, % at 76.9 µM; Phosphatidylinositol 4-kinase type 2-alpha (Homo sapiens), Q9BTU6; purified PI4K2A, ADP-Glo luminescence, 1 h; hits give low values; in the data active means activity change below about -50%; inconclusive means mostly about -30% to -49%;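 further: -100% = wells without enzyme as full effect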
Target sequence (Q9BTU6 whole entry, looked up): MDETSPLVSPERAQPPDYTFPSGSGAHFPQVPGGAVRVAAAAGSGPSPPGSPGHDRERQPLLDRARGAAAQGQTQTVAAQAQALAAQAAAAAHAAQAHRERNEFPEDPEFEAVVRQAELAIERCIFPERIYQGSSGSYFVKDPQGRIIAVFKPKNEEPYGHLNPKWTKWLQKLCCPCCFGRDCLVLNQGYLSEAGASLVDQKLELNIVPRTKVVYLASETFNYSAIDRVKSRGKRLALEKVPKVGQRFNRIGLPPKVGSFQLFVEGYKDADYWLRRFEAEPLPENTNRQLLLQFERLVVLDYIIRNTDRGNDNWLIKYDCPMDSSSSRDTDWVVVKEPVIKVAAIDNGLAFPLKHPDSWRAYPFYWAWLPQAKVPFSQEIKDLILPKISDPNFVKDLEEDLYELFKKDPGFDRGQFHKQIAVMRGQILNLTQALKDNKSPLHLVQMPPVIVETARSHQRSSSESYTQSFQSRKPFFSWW
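In this quantitative HTS, ADP production by PI4K2A was quantified luminescently after 1 h at ambient temperature; 100 microM adenosine served as plate-quality control.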
HP1b binding inh = HTS for Inhibitors of HP1-beta Chromodomain Interactions with Methylated Histone Tails; 390,000 tested, 0.56% active; AlphaScreen HP1-beta / biotin-H3K9me3 peptide binding; AID 540317, 2011; Potency, µM (doses to about 114 µM), for inactives: at the highest dose activity change, negative = inhibition, usual class: inhibitors; further: potency means the concentration at half of the fitted maximal effect; nearly all actives have a fitted effect of over 70% in size; inactives centre near 23
Target sequence (P83916 whole entry, looked up): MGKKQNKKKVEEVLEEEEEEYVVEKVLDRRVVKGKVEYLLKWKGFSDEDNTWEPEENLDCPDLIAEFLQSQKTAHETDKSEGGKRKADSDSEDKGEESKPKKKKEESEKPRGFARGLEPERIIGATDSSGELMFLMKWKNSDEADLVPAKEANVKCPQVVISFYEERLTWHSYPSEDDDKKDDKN
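AlphaScreen: HP1-beta (50 nM) preformed 30 min with biotin-H3(1-18)K9me3 peptide (50 nM) in PBS pH 7.4, 0.01% Tween-20. Compound added for 30 min at RT, then streptavidin donor/nickel chelate acceptor beads (10 ug/mL) for 30 min.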
GLS inh = qHTS for Inhibitors of Glutaminase (GLS); Potency, µM (series often up to 45.5 µM), for inactives: at the top dose activity change, negative = inhibition, actives largely listed as inhibitors; Glutaminase kidney isoform, mitochondrial (Homo sapiens), O94925; GLS enzymatic activity, qHTS titration; 410,000 tested, 0.21% active; further: potency means the concentration at half of the fitted maximal effect; on the % scale 0 is the no-effect control and ±100 the full control effect
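Glutamate formation by hKGA was monitored fluorometrically using coupled glutamate oxidase, HRP and Amplex Red. Substrate was added as 1 mM L-glutamine solution; incubation was 30 min at RT after an initial read.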
G9a block = qHTS Assay for Inhibitors of Histone Lysine Methyltransferase G9a. 350,000 tested, 8.8% active. Histone-lysine N-methyltransferase EHMT2 (Homo sapiens), Q96KQ7. Potency, µM (series often up to 102 µM), inactives show at the highest dose activity, negative = inhibition, actives largely listed as inhibitors. G9a H3K9 monomethylation, AlphaScreen, 2 h. AID 504332, 2011; further: potency means the concentration at half of the fitted maximal effect; on the % scale 0 is the no-effect control and ±100 the full control effect; nearly all actives have a fitted effect of over 75% in size
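Using a bead-based AlphaScreen, monomethylated H3K9 product from 2 h room-temperature reactions (G9a 20 nM, peptide 500 nM, SAM 20 uM) was detected with 0.5 ug/mL rabbit anti-H3K9me1 antibody.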
Tb PGK inh = qHTS Assay to Find Inhibitors of Phosphoglycerate Kinase. Potency, µM (titrated, usually from 57.5 µM), for inactives: top-dose activity change, negative = inhibition, actives largely listed as inhibitors. 380,000 tested, 0.043% active. AID 602233, 2012. PGK/GAPDH coupled, Kinase-Glo luminescence, 60 min. Phosphoglycerate kinase, glycosomal (Trypanosoma brucei brucei), P07378; further: potency means the concentration at half of the fitted maximal effect; on the % scale 0 is the no-effect control and ±100 the full control effect; nearly all actives have a fitted effect of over 60% in size
Target sequence (P07378 whole entry, looked up): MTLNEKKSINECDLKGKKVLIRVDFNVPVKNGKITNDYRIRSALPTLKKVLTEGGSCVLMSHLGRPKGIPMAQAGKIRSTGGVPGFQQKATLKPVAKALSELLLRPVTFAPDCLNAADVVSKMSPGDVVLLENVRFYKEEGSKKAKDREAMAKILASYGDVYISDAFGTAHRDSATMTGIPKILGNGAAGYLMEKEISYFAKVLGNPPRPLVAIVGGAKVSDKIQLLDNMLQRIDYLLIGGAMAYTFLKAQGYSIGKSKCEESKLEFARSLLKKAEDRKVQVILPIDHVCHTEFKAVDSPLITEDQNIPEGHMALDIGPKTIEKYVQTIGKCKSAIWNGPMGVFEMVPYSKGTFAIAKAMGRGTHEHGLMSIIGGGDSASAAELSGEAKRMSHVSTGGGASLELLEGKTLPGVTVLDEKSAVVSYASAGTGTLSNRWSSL
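Recombinant glycosomal PGK reaction used 1,3-bisphosphoglycerate generated in-well by GAPDH (100nM final) in 100mM TEA pH 7.6, 5mM MgCl2, 0.01% Tween-20. After 60 minutes at room temperature, ATP was read by Kinase-Glo Plus luminescence end-point.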
BAZ2B inh = qHTS Assay for Inhibitors of BAZ2B; AID 504333, 2011; 360,000 tested, 4.4% active; Potency, µM (titrated, usually from 114 µM), for inactives: at the highest dose activity change, negative = inhibition, most hits filed as inhibitors; AlphaScreen BAZ2B-H3K14Ac peptide displacement; further: potency means the concentration at half of the fitted maximal effect; on the % scale 0 is the no-effect control and ±100 the full control effect; nearly all actives have a fitted effect of over 60% in size
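BAZ2B 50 nM plus b-H3(5-23)K14Ac 50 nM, PBS pH 7.4/0.01% Tween-20, 30 min RT; compound added (max 110 uM), 30 min RT; streptavidin donor/Ni-chelate acceptor beads 10 ug/mL final, 20 min dark; AlphaScreen read.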
Pin1 inhibitor = qHTS Assay to Find Inhibitors of Pin1 | Potency, µM (doses to about 115 µM), inactives show at the top dose activity, negative = inhibition, usual class: inhibitors | Pin1 FP peptide displacement, HiFluor488, 10 min | Peptidyl-prolyl cis-trans isomerase NIMA-interacting 1 (Homo sapiens), Q13526 | 390,000 tested, 0.009% active; active means well fitted inhibition curve with a large enough effect in the polarisation, with a control signal flat, not every such curve was filed as active; inconclusive means small, poorly fitted or top-dose-only effect, or effect the other way, or a change in a side signal; inactive means no such curve, though single readings can be large or run the other way; the % refers to the polarisation; further: potency means the concentration at half of the fitted maximal effect; on the % scale 0 is the no-effect control and ±100 the full control effect
ERG-DNA inh = qHTS for Small Molecule Inhibitors of the ERG Ets/DNA interaction. Transcriptional regulator ERG (Homo sapiens), P11308. AID 624246, 2012. Potency, µM (highest dose often 76.9 µM), for inactives: at the highest dose FP activity, negative = inhibition, hits mostly inhibitors. 370,000 tested, 0.028% active. fluorescence polarization, His-ERG Ets domain / labelled DNA; active means well fitted inhibition curve with a large enough effect in the polarisation, with a control signal flat; inconclusive means small, poorly fitted or top-dose-only effect, or effect the other way, or a change in a side signal; inactive means no such curve, though single readings can be large or run the other way; the % refers to the polarisation;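 further: polarization taken with two DNA probes labelled with fluorescein and Texas red; potency means the concentration at half of the fitted maximal effect; % of control where 0% means no effect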
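His-tagged ERG Ets domain (1 uM in the protein solution; 300mM KCl, 50mM Tris-HCl, 1mM EDTA, 1mM DTT, pH 7.5) received compound, then a probe mix of 5 nM fluorescein-DNA and 100nM Texas-615-DNA. Fluorescence polarization was read for both dyes.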
* = called active by the depositor; i = inactive; ? = inconclusive; . = no result given; & = joins results of further samples; [ ] = dose if it differs, or a comment. Unless noted, the call rests on the fitted dose curve; in most records, active means well fitted curve in the direction sought with a large enough effect; inconclusive means small, poorly fitted or top-dose-only effect, or another doubt; inactive means no such curve, though single readings can be large; an effect the other way counts as inactive or inconclusive.

SMILES	JMJD2A Tudor inh	PI4K2A inh	HP1b binding inh	GLS inh	G9a block	Tb PGK inh	BAZ2B inh	Pin1 inhibitor	ERG-DNA inh
Cn1c(SCc2ccon2)nc2ccccc2c1=O	-2%	-1	39%[activator]	-6%	0%[59 µM]	-7%[11.5 µM]	-7%	-3%	.
COc1ccc(NC(=O)Nc2cc(C)ccn2)cc1	-10%	-3	17%	6%	.	0%	.	-14%	-14%
CCCN(CC1CCCO1)C(=O)c1cc(COc2ccc(F)cc2F)on1 (centres undefined)	11%	-3	32%	2%	?	i	-18%	0%	-9%
Cc1cc(/C=N/NC(=O)Cn2c3ccccc3c(=O)c3ccccc32)c(C)n1-c1ccc(Cl)cc1	-18%	-3	30%	5%	-11%[59 µM]	-8%	-13%	31%[activator]	-15%
COc1ccc(S(=O)(=O)N(Cc2cc3cc(C)ccc3[nH]c2=O)CC2CCCO2)cc1 (centres undefined)	-15%	3	19%	-7%	?	-2%	-22%	3%	0%
O=C(COc1ccc(S(=O)(=O)N2CCOCC2)cc1Cl)NC1CCCCC1	-5%	-1	0%	4%	-11%	-10%	-2%	0%	-12%
CC(=NNS(=O)(=O)c1ccc([N+](=O)[O-])cc1)c1ccc(C)cc1	-32%	2	?	5%	.	i	.	4%	3%
COc1ccc(C(=O)OCC(=O)c2ccc(Cl)s2)c(OC)c1OC	8%	1	26%	9%	25%[59 µM]	i	16%	3%	3%
CCn1c(SCc2nc3ccccc3s2)nc2cc(S(=O)(=O)N3CCOCC3)ccc21	-20%	-3	16%	0%	.	1%	.	?	9%
CC(=O)Nc1nonc1-c1nnc(SCC(=O)Nc2ccccc2)n1-c1ccccc1	-21%	-2	16%	1%	13%[59 µM]	-2%	-5%	2%	0%
CCS(=O)(=O)c1c(Nc2cc(C)ccc2C)sc(C(=O)c2ccccc2)c1N	?	0	-5%	5%	?	9%	?	1%	-3%
Cc1cccnc1NC(=O)c1ccc(Cl)c(S(=O)(=O)N2CCCC2)c1	-13%	-1	19%	5%	.	2%	-12%	-13%	2%
CC(=O)NCCc1ccc(S(=O)(=O)Nc2cccnc2)cc1	-18%	-1	24%	3%	-5%[59 µM]	-6%	6%	-1%	.
COC(=O)C(C)NC(=O)C1CCCN1C(=O)CNC(=O)OCc1ccccc1 (centres undefined)	-6%	-3	20%	-15%	17%	-9%	-1%	-1%	-18%
Cc1ccc(-n2c(SCC(=O)N3Cc4ccccc4CC3C(=O)O)nnc2-c2cccnc2)c(C)c1 (centres undefined)	-3%	5	56%[activator]	3%	45µM*	10%	13%	-2%	-5%

Next section; it opens with the 2 that closed the last part.
SMILES	JMJD2A Tudor inh	PI4K2A inh	HP1b binding inh	GLS inh	G9a block	Tb PGK inh	BAZ2B inh	Pin1 inhibitor	ERG-DNA inh
COC(=O)C(C)NC(=O)C1CCCN1C(=O)CNC(=O)OCc1ccccc1 (centres undefined)	-6%	-3	20%	-15%	17%	-9%	-1%	-1%	-18%
Cc1ccc(-n2c(SCC(=O)N3Cc4ccccc4CC3C(=O)O)nnc2-c2cccnc2)c(C)c1 (centres undefined)	-3%	5	56%[activator]	3%	45µM*	10%	13%	-2%	-5%
COCC(C)n1c(C)cc(C(=O)COC(=O)c2ccc(N3CCCC3=O)cc2)c1C (centres undefined)	-31%	1	?	-8%	-5%[2.33 µM]	-3%	-38%	-5%	0%
Cc1ccc(/C=N/NC(=O)c2cc(-c3cccnc3)nc3ccccc23)cc1	0%	20	36%	-2%	2%	-7%	.	-1%	-9%
C/C(CCN1CCc2nc(-c3ccccc3)c(-c3ccccc3)cc2C1)=N\O[C@@H](C)c1cc(-c2c(C)cc(C)cc2C)no1	-22%	-1	27%	4%	?	6%	-26%	41%[activator]	-3%
CCCNC(=O)NS(=O)(=O)c1ccc(Cl)cc1	-4%	0&1&-1	144%[activator]	-3%&1%	-4%[59 µM]	-9%	5%	-8%	35%[activator]
O=S(=O)(c1ccc(N2CCN(c3ccc(F)cc3)CC2)cc1)N1CCCC1	-12%	-2	24%	-1%	2%	4%	-1%	-7%	-2%
COc1ccc(NC(=O)CN2CCN(S(=O)(=O)N3CCCCCC3)CC2)cc1	2%	0	52%[activator]	-1%	23%[59 µM]	4%	3%	3%	0%
CCn1c(COc2ccccc2C)nnc1SCC(=O)OC	-11%	1	1%	-15%	4%[12.7 µM]	-7%	5%	3%	2%
Cn1nc(C(C)(C)C)cc1C(=O)Nc1nc2c(s1)C(=O)CC(C)(C)C2	-5%	1	34%[activator]	-3%	-18%	i	11%	0%	5%
CCNC(=S)N(CCc1c(C)[nH]c2ccc(C)cc12)Cc1cc(OC)c(OC)c(OC)c1	?	2	-11%	11%	?	0%	?	0%	7%
Cc1ccc(NC(=O)CN(C)Cc2ccc(F)cc2)c([N+](=O)[O-])c1	?	3	?	5%	-8%[59 µM]	0%	?	-1%	.
COc1ccc(CC(=O)OCC(=O)Nc2cc(S(=O)(=O)N3CCOCC3)ccc2N2CCCC2)cc1	-11%	-6	-3%	0%	40µM*	-16%	1%	10%	0%
O=C(COC(=O)c1cccc(C(=O)OCC(=O)NC2CC2)n1)NC1CC1	?	-1	9%	-3%	14µM*	i	.	-10%	-1%
O=C(O)C1CC(=O)N(CCc2ccccc2)C1 (centres undefined)	-6%	4	20%	4%	22%[12.7 µM]	-6%	6%	-1%	-7%
O=C(c1cn(-c2ccccc2)nc1-c1cccs1)N1CCOCC1	-18%	2	18%	12%	3%	-4%	-19%	-10%	-7%
CC1=CCC(Cc2nc3ccccc3o2)C1(C)C (centres undefined)	46%[activator]	-1	87%[activator]	-4%	82%[activator][59 µM]	-5%	154%[activator]	-4%	-3%
CC(NC(=O)Cc1ccc(NC(=O)N2CCCCc3ccccc32)cc1)c1ccccc1 (centres undefined)	-26%	-2	0%	6%	9%[59 µM]	-1%	-14%	-1%	2%
O=C(COc1ccc(F)cc1)N1CCc2ccccc2C1	-1%	-1	30%	2%	.	-3%	-3%	-3%	18%
Cc1sc2ncn(CC(=O)N(C)c3ccc(C(C)C)cc3)c(=O)c2c1S(=O)(=O)N1CCC(C)CC1	-28%	3	11%	-4%	-32%[59 µM]	-7%	-16%	?	-11%
COc1ccc(Cc2nc3ccc(C(=O)NC(C)c4cnn(C)c4)cc3o2)cc1 (centres undefined)	-10%	-2	14%	10%	8%[0.501 µM]	-3%	-7%	-8%	7%
Cc1cc(C(=O)OCC(=O)N2CCOCC2)ccc1[N+](=O)[O-]	-4%	3	28%	-6%	2%	-2%	.	-7%	-10%
CCC1CCCCN1C(=O)Cn1c(=O)n(CCCCCC(=O)NCc2ccccc2)c(=O)c2sccc21 (centres undefined)	-13%	-8	12%	-2%	-1%[59 µM]	.	5%	-2%	0%
CCCCC(=O)Nc1ccc(C(=O)Nc2ccc3c(c2)OCO3)cc1	-5%	-1	13%	4%	-6%[12.7 µM]	-10%[11.5 µM]	2%	1%	.
CCc1nnc(SCC(=O)NC2CC2)n1CC	0%	-3	16%	3%	3%	-3%	-11%	-2%	7%
CSCCC(N=CC1=C(O)CC(C)(C)CC1=O)C(=O)O (centres undefined)	-9%	-6	67%[activator]	-4%	14%[59 µM]	-3%	6%	-9%	10%
COC(=O)c1c(NC(=O)CSc2n[nH]c(N)n2)sc(C)c1C	-10%	-5	27%	35%[activator]	-12%[59 µM]	5%	-2%	7%	3%
CCCN1C(=O)c2[nH]nc(-c3cc(Cl)c(C)cc3O)c2C1c1ccc(O)c(OC)c1 (centres undefined)	-32%	10	33%	-3%	?	-8%	-30%	0%	-7%
COc1cc(/C=N/Nc2ccc(C(F)(F)F)cn2)ccc1O	-25%	-3	10%	16%	?	-5%	-12%	1%	-15%
CC(=O)Nc1ccc2c(c1Br)Cc1ccccc1-2	-13%	-1	31%	13%	.	0%	.	0%	11%
COc1cc(C(=O)Nc2nc(C)c(Cc3ccc4c(c3)OCO4)s2)cc(OC)c1OC	?	1	?	11%	4µM*	.	-35%	8%	-8%
Cc1cccc(Cn2cccc2/C=C2/C(=N)N3C=CSC3=NC2=O)c1	-17%	-9	0%	8%	2%	6%	-35%	?	-14%
Cc1ccc(NC2=NCC(=O)N2Cc2ccccc2)c(C)c1	-17%	-4	21%	-2%	-18%[59 µM]	i	11%	1%	-4%
O=[N+]([O-])c1ccccc1S(=O)(=O)NCc1cccnc1	-11%[11.4 µM]	-1	-5%	-6%	-8%[12.7 µM]	-3%	-10%	-2%	4%
O=c1c(Cc2ccc(Cl)cc2Cl)c(O)ccn1Cc1ccc(Cl)cc1	-4%	2	22%	-11%	23%[59 µM]	-10%	13%	23%	-9%
Cc1c2ccccc2nc2c(F)c(NC(C)C)c(F)c(F)c12	-8%	-27	54%[activator]	5%	-27%	-6%	14%	?	8%
CCOc1ccc(NC(=O)Cn2c(=O)oc3cc(Cl)ccc32)cc1	-5%	-3	42%[activator]	-5%	-11%	i	12%	-5%	2%
